sdo1 growth: sdo1-depleted yeast growth rescue; 140,000 tested, 0.21% active; z-score at 10 µM; S. cerevisiae sdo1-depleted JHY4D growth rescue, OD600 30 h; hits give high values; pdr5 snq2 efflux-pump mutant strain;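 active = z-score above 3 at both the 24 hr and the 30 hr optical density reads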;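 also: z-score against mean and SD of all compound wells on the same plate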
INS promoter inh: TRM-6 insulin promoter activity inhibition | TRM-6 cells (human fetal islet line), insulin promoter-eGFP reporter, imaging; reporter expression induced with tamoxifen | AID 1273 | inhibition, % at 2 µM | 130,000 tested, 0.9% active;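 active = inhibition above the mean plus 3 SD, with well images judged a real hit on visual review, cut at about 60% in these data, passing the limit was not always enough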
sdo1 growth Rescue 24 h: recorded beside sdo1 growth, whose call it bears; z-score; S. cerevisiae sdo1-depleted JHY4D growth rescue, OD600; measured here: growth rescue at 24 h;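 0 is the plate mean of compound wells and units are plate SD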
The depositor's hits bear a star; . = not tested or not shown. Only part of the results is shown (hit frequency here may not be typical).

The opening six records (preview)
sdo1 growth	INS promoter inh	sdo1 growth Rescue 24 h	SMILES
0.54	-153	0.46	CC(=O)c1oc2ccccc2c1NC(=O)CN1CCCCC1
1.1	-22	0.13	O=C(Nc1nsc(-c2ccccc2)n1)c1ccncc1
.	20	.	C/C(=N\Nc1ccc(Cl)c(C(=O)O)c1)c1ccc2c(c1)OCO2
1.4	0	1.6	Cn1nc(OCC(N)=O)ccc1=O
-0.17	50	-1.2	CC(=O)Nc1ccc(S(=O)(=O)NC(CC(=O)O)c2ccc(OC(C)C)cc2)cc1 (stereo not drawn)
0.63	16	0.86	O=C(CNS(=O)(=O)c1ccccc1)NCC(=O)OCc1ccccc1F

This part in full (from the top)
sdo1 growth	INS promoter inh	sdo1 growth Rescue 24 h	SMILES
0.54	-153	0.46	CC(=O)c1oc2ccccc2c1NC(=O)CN1CCCCC1
1.1	-22	0.13	O=C(Nc1nsc(-c2ccccc2)n1)c1ccncc1
.	20	.	C/C(=N\Nc1ccc(Cl)c(C(=O)O)c1)c1ccc2c(c1)OCO2
1.4	0	1.6	Cn1nc(OCC(N)=O)ccc1=O
-0.17	50	-1.2	CC(=O)Nc1ccc(S(=O)(=O)NC(CC(=O)O)c2ccc(OC(C)C)cc2)cc1 (stereo not drawn)
0.63	16	0.86	O=C(CNS(=O)(=O)c1ccccc1)NCC(=O)OCc1ccccc1F
0.07	59	-0.01	O=C1C2C3C=CC(C3)C2C(=O)N1CCCCN1C(=O)C2C3C=CC(C3)C2C1=O (stereo not drawn)
0.63	-50	-0.67	COC(=O)C1=C(C)OC(N)=C(C#N)C1c1ccco1 (stereo not drawn)
0.01	-62	-0.18	CCCNC(=S)N(Cc1ccccc1)Cc1nc2ccccc2c(=O)[nH]1
-1.2	36	-1.2	COC(=O)c1c(NC(=O)CSc2nnc(CNc3ccc(Cl)cc3)o2)sc(C)c1C
-0.98	.	-0.89	CCOC(=O)C(C)Sc1nc2c(c(=O)[nH]c(=O)n2C)n1Cc1ccc(Cl)cc1 (stereo not drawn)
-0.53	0	-0.78	N#CCCn1c(SCC(=O)NCCc2ccc(F)cc2)nc2ccccc21
-3.2	3	-2.1	OC(COc1ccc2ccccc2c1Br)Cn1cnc(-c2ccccc2)c1 (stereo not drawn)
0.74	8	-0.97	COc1ccccc1NC(=O)CSc1nnc(-c2ccncc2)n1CC1CCCO1 (stereo not drawn)
.	29	.	O=C(/C=C\c1cccs1)N1CCN(Cc2ccc3c(c2)OCO3)CC1
-0.08	-85	-0.04	CCN(CC)S(=O)(=O)c1cc(C(=O)OCC(=O)NC(=O)c2cccn2C)ccc1C
1.6	23	2.4	O=C(Nc1cccnc1)c1ccc(S(=O)(=O)N2CCCCCC2)cc1
.	-50	.	Clc1ccc(-c2ncc3ccccn23)cc1
-0.06	24	0	Cc1ccc(NC(=O)CCn2c(=O)oc3ccccc32)c(C)c1
.	-27	.	O=C(Nc1nnc(C2=COCCO2)o1)c1ccc(S(=O)(=O)N2CCOCC2)cc1
0.49	13	0.78	O=C(Nc1ccc(F)cc1)C(c1ccccc1)N1CCN(C(=O)c2ccco2)CC1 (stereo not drawn)
-0.29	.	-0.04	Cc1ccc(NC(=O)COC(=O)/C=C/c2cccc(Cl)c2)cc1S(=O)(=O)N1CCOCC1
-0.47	-50	-0.45	Cc1cc(-c2c(C)[nH]n(-c3ccc(Cl)cc3)c2=O)n(-c2ccc(Cl)cc2)n1
.	7	.	COc1ccc(C(=O)NC(=S)Nc2ccc(Cl)c(C(=O)O)c2)cc1
-0.89	.	-0.89	CCOc1ccccc1C(=O)NCc1ccco1
-0.68	.	0.69	COC(=O)c1c(NC(=O)c2ccccc2)sc(Cc2ccccc2)c1C
-0.69	0	-0.78	O=C(N/N=C/c1cccc(OCc2ccccc2)c1)c1cccs1
0.1	18	-0.28	CS(=O)(=O)N(CC(=O)O)c1ccc2c(c1)OCO2
0.99	.	0.89	COc1ccc(C(=O)Nc2cccnc2)cc1S(=O)(=O)N1CCOCC1
3.6	-19	1.2	COC(=O)C1=C(C)NC(=O)CC1c1cc2c(cc1Br)OCO2 (stereo not drawn)
-0.09	.	-0.73	C/C(=N/NC(N)=S)c1ccccc1[N+](=O)[O-]
.	11	.	CN(C(=O)CS(=O)(=O)c1cn(CC(=O)N2CCOCC2)c2ccccc12)c1ccccc1
-0.11	-42	-0.12	O=c1c2ccccc2c2c(O)nc(-c3ccccc3)n2n1Cc1ccccc1
0.84	18	0.82	COc1ccccc1N=Cc1nc(-c2ccccc2)oc1OC(C)=O
-0.83	-12	-0.39	O=C(c1ccc([N+](=O)[O-])cc1)n1nc(-c2ccccc2)nc1NCc1ccccc1
-3.1	22	-1.8	COc1cccc(C(=O)Nc2ccc3nc(N4CCN(c5ncccn5)CC4)cc(C)c3c2)c1OC
-0.63	9	1.4	C=CCN(CC=C)S(=O)(=O)c1ccc(NC(=S)NC(=O)/C=C/c2cccc3ccccc23)cc1
.	-30	.	CC(C)(C)c1ccc(C(=O)Nc2sc3c(c2C(=O)O)CCC3)cc1
.	-7	.	COc1ccccc1N/N=C(\C#N)C(=N)N1CCOCC1
0.48	-71	0.2	CN(C)/C=C(\C#N)C(=O)c1cccnc1Oc1ccc(F)cc1F
.	-41	.	O=C(COC(=O)C1CC2C=CC1C2)NCCc1ccccc1 (stereo not drawn)
-0.44	4	-0.74	COC(=O)c1c(NC(=O)CSc2nc3nc(C)cc(C)n3n2)sc(C)c1C
-0.22	-19	-0.59	CCn1c(SCC(=O)OC)nnc1C1CCCCC1
-1.1	-23	-0.11	Cc1c(/C=N/N=C2\CCC3C4CCc5cc(O)ccc5C4CCC23C)cnn1C (stereo not drawn)
0.83	-27	0.25	COc1ccc(O)c(C(=O)c2cc(C#N)c(=O)n(CCN3CCOCC3)c2)c1
0.28	-55	0.53	COc1ccc(C2(CNC(C)=O)CCCC2)cc1OC
-0.75	-24	-0.2	COc1ccc(-c2nnc(SCC(=O)c3cccs3)n2-c2ccc(Cl)cc2)cc1
0.3	0	0.08	Cc1[nH]c(=O)[nH]c(=O)c1/C=N/NC(=O)[C@@H](NC(=O)OC(C)(C)C)C(C)C
-0.16	-18	-0.06	Cc1ccccc1CN(C)CC(=O)Nc1ccccc1-c1ccccc1
0.16	23	-0.24	O=C(CCC1COc2ccccc2O1)Nc1ncccc1O (stereo not drawn)
-0.61	12	-0.7	CCOc1ccc(C2=NNC(c3cccs3)=Nc3ccc(OC)cc32)cc1OCC
-1.9	-25	-1.5	Cc1cc(N2CCOCC2)n2nc(-c3cccc(F)c3)cc2n1
0.65	5	-0.2	Cc1c(Cl)cccc1NC(=S)NC1CC1
.	38	.	O=C(NNC(=O)C1CC=CCC1C(=O)O)c1cccs1 (stereo not drawn)
0.54	0	0.42	CCOC(=O)C(C)n1cnc2sc(C)c(C)c2c1=O (stereo not drawn)
.	-32	.	COc1ccc(-n2cc(CNCCc3nc(C)cc(C)n3)c(-c3ccccc3Cl)n2)cc1
.	-33	.	COCCn1c(C)nnc1SCC(=O)Nc1ccccc1[N+](=O)[O-]
-0.93	-80	-0.47	CCOC(=O)c1c(C)nc2c(c1-c1ccc(OC)cc1)C(=O)CC(C)(C)C2
1.7	20	1.6	CC(C)(C)c1ccc(OCCN2CCCC2)cc1
.	30	.	COc1ccc(S(=O)(=O)N2CCOCC2)cc1NC(=O)CN1CCCC1

Next entries follow.
sdo1 growth	INS promoter inh	sdo1 growth Rescue 24 h	SMILES
-0.49	.	-1.3	Cc1ccc(C2CC(c3ccccc3C)n3nc(N)nc3N2)cc1 (stereo not drawn)
0.19	-19	-0.54	Cc1ccc(C(=O)O)cc1NC(=S)NC(=O)c1ccc([N+](=O)[O-])cc1Cl
0.19	.	-0.1	Cc1noc(C)c1CN(C(=S)NC(C)C)c1ccccc1
-0.06	25	-1	Cc1cccc(C(=O)NNC(=O)c2ccco2)c1
0.87	-79	0.21	CN(C)CCCNc1oc(-c2cccc(Cl)c2)nc1C#N
-1.3	19	-0.66	Cc1ccc(/C=N/n2c(-c3cccs3)n[nH]c2=S)cc1
-1.4	.	-0.71	Cc1nn(-c2ccccc2)c(N2CCCC2)c1/C=N/NC(=S)Nc1ccccc1F
-0.31	-50	-0.58	COc1ccc([C@H]2[C@H](C(=O)OC(C)(C)C)N3N=Cc4ccccc4C3C23C(=O)c2ccccc2C3=O)c(OC)c1 (stereo partly drawn)
0.2	.	0.24	CCCS(=O)(=O)N1CCC(C(=O)NCCN(CC)c2ccccc2)CC1
.	-92	.	O=C(c1ccccc1F)c1cc2c(cc1[N+](=O)[O-])OCCO2
.	14	.	COc1ccc(CCNC(=O)CN(c2cc([N+](=O)[O-])ccc2OC)S(C)(=O)=O)cc1OC
.	20	.	O=C(Cc1noc2ccccc12)NNC(=S)Nc1ccc(Cl)cc1
-1.5	-6	0.69	O=[N+]([O-])c1c(C(Cl)Cl)nn(-c2ccc(Cl)cc2)c1N1CCCCC1
-0.67	32	0.48	O=C(Nc1cccc(Br)c1)c1ccc(Cl)c(S(=O)(=O)N2CCOCC2)c1
-0.31	.	-1.1	Cc1occc1-c1nnc(SCC(=O)N2c3ccccc3CCc3ccccc32)n1C
-0.06	.	0.1	CC(NS(C)(=O)=O)C(c1cccs1)N1CCN(c2ccc(F)cc2)CC1 (stereo not drawn)
.	0	.	CC1CN(c2snnc2C=C2C(=O)OC(C)(C)OC2=O)CC(C)O1 (stereo not drawn)
-1.4	-7	-1.1	O=S1(=O)C=C(SCc2ccc(Cl)c(Cl)c2)Nc2ccccc21
0.38	56	-0.35	COc1ccc(Nc2nc(N)nc(CSc3nnc(C)s3)n2)cc1
0.53	-57	0.71	Cc1ccc(S(=O)(=O)n2nc(C)c(C#N)c2N)cc1
-0.49	50	-0.46	CCOC(=O)C1CCN(C(c2ccccn2)c2c(C)[nH]c3ccccc23)CC1 (stereo not drawn)
.	-57	.	Cc1ccccc1CC1(CO)CCCN(Cc2nc(-c3cccs3)oc2C)C1 (stereo not drawn)
-1.6	3	-1.2	CC(NC(=O)c1ccc(F)cc1)c1nc2ccccc2n1Cc1ccccc1F (stereo not drawn)
1.5	.	1.8	Nc1ccnc(C(F)(F)F)c1C(=O)c1ccccc1
.	2	.	O=C(NCc1ccccc1Cl)C(=O)c1c[nH]c2ccccc12
-0.3	18	-0.6	COC(=O)Cc1c(O)ccn(Cc2cccc3ccccc23)c1=O
-0.49	0	-0.15	COc1ccc(NC(=O)C(=O)N/N=C/c2cc(C)n(-c3cccc(Cl)c3Cl)c2C)c(OC)c1
-0.8	.	-0.91	O=C(CN(Cc1ccccc1)C(=O)c1ccco1)NCc1ccc(F)cc1
-0.93	.	-0.37	Cc1ccc(C)c(NS(=O)(=O)c2cc(C(=O)NCCSC3CCCCC3)ccc2C)c1
-0.71	-347	-1	CCOc1ccc2c(C)nc(NC3=NC(C)(C)C=C(C)N3)nc2c1
.	9	.	Cc1ccc(/C=C2\SC(=S)N(c3cccnc3)C2=O)cc1
-0.48	.	-0.41	O=C(O)CCCNC(=O)CCCNC(=O)C(c1ccccc1)c1ccccc1
0.35	21	-0.38	COC(=O)c1sc(N)c(C(=O)OC)c1CSc1nnc(-c2ccccc2Cl)n1C
-0.66	-42	0.34	CCOc1ccc(CCNC(=O)Cn2c(-c3nonc3N)nc3ccccc32)cc1OCC
1.2	9	0.87	CCN(CC)S(=O)(=O)c1ccc(C(=O)OCC(=O)Nc2ccc(-c3nc4ccc(C)cc4s3)cc2)cc1
-0.85	-22	-0.84	O=C(Nc1nc(-c2ccc(F)cc2)cs1)c1ccc(N2C(=O)CCC2=O)cc1
-0.74	-100	0.08	Nc1c(C(=O)Nc2cccc(Cl)c2Cl)sc2nc(-c3cccnc3)ccc12
-1.2	.	-0.15	O=C(Cn1cnc2c(cnn2-c2ccccc2)c1=O)c1ccc(Cl)cc1
-0.82	3	-1.1	COC(=O)C1C(=O)c2c([nH]c(C(=O)OC3CCCC3)c2C)CC1C (stereo not drawn)
.	7	.	O=C(N/N=C/c1c[nH]c2ccc(Br)cc12)c1ccccn1
-0.3	-307	-0.34	CC(=O)Nc1ccc2c(c1)N(C(=O)CN(C)C)c1ccccc1CC2
-0.56	-75	0.64	CC(=O)c1cccc(S(=O)(=O)N2CCN(c3nc4cc(C)cc(C)c4cc3C#N)CC2)c1
0.68	-5	0.29	CC(C)=NOCc1ccc(-c2cn([C@@H]3COC[C@H]3O)nn2)cc1
0.73	14	0.66	COc1ccc(C(CC(=O)Nc2nccs2)n2cccc2)cc1 (stereo not drawn)
0.97	.	1.5	O=C(NC(O)C(=O)c1cccs1)c1cccnc1 (stereo not drawn)
1.6	-6	-0.56	Nc1c(C(=O)NC2CCCC2)c2nc3ccccc3nc2n1/N=C/c1ccco1
.	61	.	COc1ccc(CCn2nnnc2CN2CCN(C(=O)c3ccco3)CC2)cc1OC

Whole records, looked up by structure. Screens in order: sdo1 growth | INS promoter inh | sdo1 growth Rescue 24 h
Entry for CCN(CC)S(=O)(=O)c1ccc(C(=O)OCC(=O)Nc2ccc(-c3nc4ccc(C)cc4s3)cc2)cc1 → 1.2 | 9 | 0.87
Entry for COc1ccc(C(CC(=O)Nc2nccs2)n2cccc2)cc1 (stereo not drawn) → 0.73 | 14 | 0.66
Entry for COC(=O)C1C(=O)c2c([nH]c(C(=O)OC3CCCC3)c2C)CC1C (stereo not drawn) → -0.82 | 3 | -1.1
Entry for CC(C)=NOCc1ccc(-c2cn([C@@H]3COC[C@H]3O)nn2)cc1 → 0.68 | -5 | 0.29
Entry for CC(=O)Nc1ccc2c(c1)N(C(=O)CN(C)C)c1ccccc1CC2 → -0.3 | -307 | -0.34

Assay outcomes (PubChem BioAssay)
